Assay outcomes (PubChem)
GalR3 antagonist – human GalR3 antagonism; O60755; HEK293 GalR3-CNG cAMP membrane potential fluorescence; galR3 body fused to GalR1 C-terminus; inhibition, % at 3 µM; 360,000 tested, 0.44% active; AID 651719;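 active means inhibition above the screen-wide average plus 3 SD, cut at about 13% in these data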;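 further: forskolin and galanin both at EC90 stimulate the cells; cAMP rise reported by CNG channel membrane potential dye signal; 0% = forskolin plus galanin with DMSO and 100% = forskolin alone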
Target sequence (O60755 1-299 limits assumed): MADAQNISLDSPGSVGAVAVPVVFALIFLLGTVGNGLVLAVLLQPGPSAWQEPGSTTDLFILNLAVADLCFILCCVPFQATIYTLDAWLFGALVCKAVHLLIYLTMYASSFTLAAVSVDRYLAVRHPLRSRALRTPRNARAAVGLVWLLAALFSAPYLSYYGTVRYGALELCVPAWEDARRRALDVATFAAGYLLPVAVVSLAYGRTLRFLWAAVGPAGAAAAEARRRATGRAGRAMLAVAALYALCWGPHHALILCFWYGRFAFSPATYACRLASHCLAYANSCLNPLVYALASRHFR
The depositor's hits bear a star.

For CC(C)N1C(=O)c2ccccc2NC(=O)C1C(=O)NCc1ccccc1 (stereo not drawn) the results were GalR3 antagonist -3.
CC[C@]12c3[nH]c4cc(-c5ccco5)ccc4c3CCN1C(=O)[C@@H](CC(=O)NCCCN(C)C)C[C@@H]2C(=O)N1CCN(C(=O)C2CC2)CC1 was read as GalR3 antagonist -4.
For CN(Cc1ccccc1)Cc1ccccc1C(O)c1ccccc1 (stereo not drawn) the results were GalR3 antagonist -7.
O=S1(=O)CC(N2CCCCC2)CN1Cc1cn(Cc2ccc(Cl)cc2)nn1 (stereo not drawn) was read as GalR3 antagonist -6.
`CC1(C(=O)NC2CCCCC2)CCC(=O)N1CCOc1ccccc1` (stereo not drawn) gave GalR3 antagonist -4.
Screening CC(C)c1cccc(C(C)C)c1Nc1cn[nH]c1 returned GalR3 antagonist -8.
Screening C[C@H](CO)N1C[C@H](C)[C@H](CN(C)Cc2ccncc2)Oc2ncc(C#CC3CC3)cc2C1=O returned GalR3 antagonist -7.
Screening CC1CCCC=CC2CC(OC(=O)CN(C)C)CC2C(O)C=CC(=O)O1 (stereo not drawn) returned GalR3 antagonist 0.
For CCn1c2c(n(C(C)=O)c1=O)C[C@@H](c1ccccc1)[C@@H](C)[C@@H](C(=O)N1CCCC1)C2 the results were GalR3 antagonist -5.
CC1=C2C3OC(=O)C(C)C3CCC2(C)C=C(Br)C1=O (stereo not drawn) was read as GalR3 antagonist -4.

Overlap with the part before: four entries, followed by the next part.
Screening C[C@H](CO)N1C[C@H](C)[C@H](CN(C)Cc2ccncc2)Oc2ncc(C#CC3CC3)cc2C1=O returned GalR3 antagonist -7.
Screening CC1CCCC=CC2CC(OC(=O)CN(C)C)CC2C(O)C=CC(=O)O1 (stereo not drawn) returned GalR3 antagonist 0.
For CCn1c2c(n(C(C)=O)c1=O)C[C@@H](c1ccccc1)[C@@H](C)[C@@H](C(=O)N1CCCC1)C2 the results were GalR3 antagonist -5.
CC1=C2C3OC(=O)C(C)C3CCC2(C)C=C(Br)C1=O (stereo not drawn) was read as GalR3 antagonist -4.
Screening Cc1cccc(C(O)c2ncc(-c3ccccc3F)[nH]2)c1C (stereo not drawn) returned GalR3 antagonist -9.
`Nc1nc(Cl)nc2c1ncn2C1OC(CO)C(O)C1O` (stereo not drawn) gave GalR3 antagonist -7.
For O=C1CCCCC1C1(O)C(=O)Nc2ccccc21 (stereo not drawn) the results were GalR3 antagonist -2.
Cc1cc(C)nc(NC(N)=NCCc2ccccc2)n1 was read as GalR3 antagonist -10.
Screening COc1ccc(C2CC(=O)C(c3ccc4ccccc4c3)=CN2Cc2ccccc2)cc1 (stereo not drawn) returned GalR3 antagonist -3.
For CC(C)C[C@H]1CN(CCCC[C@@H]2CNC(=O)C(=O)N2CCc2ccccc2)C(=O)C(=O)N1CCC1CCCCC1 the results were GalR3 antagonist -6.
For CCCCC[C@@H]1[C@@H]2C(=C(OCC)C[C@@H]3C(=O)N(c4ccccc4)C(=O)[C@H]23)[C@H](c2ccccc2)N1S(=O)(=O)c1ccc(C)cc1 the results were GalR3 antagonist 0.
Screening COc1ccc(C(CNC(=O)c2cccc(S(=O)(=O)Nc3ccc(Br)cc3)c2)N(C)C)cc1 (stereo not drawn) returned GalR3 antagonist -3.
`CN(C(=O)COC(=O)c1ccc(Cl)s1)C1(C#N)CCCCC1` gave GalR3 antagonist -2.
CC(C)NC(=O)C1(C)CCN1C(=O)Cc1ccc(-c2ccccc2)cc1 (stereo not drawn) was read as GalR3 antagonist -5.
For Cc1ccc(S(=O)(=O)N2C[C@H]3N(C(=O)OC(C)C)N(C(=O)OC(C)C)C[C@H](OC(=O)NCc4ccccc4F)[C@@]3(O)C2)cc1 the results were GalR3 antagonist -6.
For CC(C)=CCc1c2c(c3occ(-c4ccc(O)c(O)c4)c(=O)c3c1O)C=CC(C)(C)O2 the results were GalR3 antagonist -1.
For COc1cccc(C(NC(C)=O)c2nc(-c3cccc(NC(C)=O)c3)cs2)c1 (stereo not drawn) the results were GalR3 antagonist -3.
COc1ccc(Cc2c(-c3ccco3)nc3c(C)cc(Br)cn23)c(C)c1 was read as GalR3 antagonist 1.
For CCCNC(=O)c1cc(C2CCCN(S(=O)(=O)c3ccccc3)C2)on1 (stereo not drawn) the results were GalR3 antagonist -4.
`COc1ccccc1N(CC(=O)N1CCCCC1C)S(=O)(=O)c1ccc(Cl)cc1` (stereo not drawn) gave GalR3 antagonist -8.
For Cc1ccc(NC(=O)c2ccco2)cc1 the results were GalR3 antagonist -6.
`CC(C)(C)c1ccccc1NC(=O)Nc1nc(C(N)c2ccccc2)cs1` (stereo not drawn) gave GalR3 antagonist -7.
COc1ccccc1N1CCN(C(=O)[C@@H]2CCCN2C2=NS(=O)(=O)c3ccccc32)CC1 was read as GalR3 antagonist -6.
Screening COc1ccc(C(=O)N/C(=C\c2ccc(Cl)cc2)C(=O)NCCN2CCOCC2)cc1 returned GalR3 antagonist -6.
`C[C@@H]1CN([C@H](C)CO)C(=O)CCCn2nncc2CO[C@H]1CN(C)Cc1ccc(C(F)(F)F)cc1` gave GalR3 antagonist -5.
For Nc1sc(Cc2ccccc2)cc1C(=O)c1c(-c2ccccc2)[nH]c2ccccc12 the results were GalR3 antagonist -6.
`Cc1cccc(NS(=O)(=O)c2ccc(C)c(C(=O)NCC(c3ccco3)N3CCCCC3)c2)c1` (stereo not drawn) gave GalR3 antagonist -3.
Screening COc1cc(CN2c3ccccc3C(=O)CS2(=O)=O)cc(OC)c1 returned GalR3 antagonist -7.
For COCCN(CCOC)Cc1cc(=O)oc2cc(C)cc(C)c12 the results were GalR3 antagonist -7.
Screening O=[N+]([O-])c1cnc(Sc2ccncn2)c([N+](=O)[O-])c1 returned GalR3 antagonist -7.
For O=C(CSc1nc2ccccc2c(=O)n1-c1ccc(Cl)c(Cl)c1)Nc1ccc2c(c1)CCC2 the results were GalR3 antagonist 2.
Screening CCCCN(C=O)c1c(CC)nc2c(OCc3ccc(S(C)(=O)=O)cc3)cccn12 returned GalR3 antagonist -5.
Screening O=C(c1ccco1)N1CCN(C(=O)c2ccc(CS(=O)c3ccc(Br)cc3)o2)CC1 (stereo not drawn) returned GalR3 antagonist -3.
For CCCSc1ncnc2[nH]ncc12 the results were GalR3 antagonist -4.
For Cc1nnc(Cc2ccccc2)c2n[nH]c(C)c12 the results were GalR3 antagonist -2.
Screening Cc1cccc(CN2CCN(C3CN(Cc4cn(Cc5ccccc5F)nn4)S(=O)(=O)C3)CC2)c1 (stereo not drawn) returned GalR3 antagonist -7.
Screening Cc1ccc2c(c1)N(Cc1ccccc1)C(=O)C(C)S2 (stereo not drawn) returned GalR3 antagonist -5.
Cc1cc(Cl)ccc1C(O)c1ncc(-c2cccc(C(F)(F)F)c2)[nH]1 (stereo not drawn) was read as GalR3 antagonist -4.
`O=C(O)C1OCC2(CO1)COC(C(=O)O)OC2` (stereo not drawn) gave GalR3 antagonist -4.
For CC(C)C(=O)N1CCCC1(C)C(=O)Nc1ccc(-n2cccc2)cc1 (stereo not drawn) the results were GalR3 antagonist 0.
Screening O=C(COc1cccc(Br)c1)N/N=C/c1ccc2c(c1)OCCO2 returned GalR3 antagonist -5.
`COc1ccccc1NC(=O)N(C)C[C@@H]1OCc2cnnn2CCCC(=O)N([C@@H](C)CO)C[C@@H]1C` gave GalR3 antagonist -5.
For Cc1cccc(C)c1NC(=O)C1c2ccccc2OCC(=O)N1Cc1ccc2c(c1)OCO2 (stereo not drawn) the results were GalR3 antagonist -4.
For COC(=O)c1ccc2nc(-c3ccc(F)cc3)c(Cc3ccc(OC)cc3C)n2c1 the results were GalR3 antagonist -5.
c1ccc(-c2nc(NCC3CC3)nc3ccsc23)cc1 was read as GalR3 antagonist -9.
For O=c1[nH]cncc1OCc1ccccc1 the results were GalR3 antagonist -7.
C[C@@H]1CN([C@H](C)CO)S(=O)(=O)c2ccc(Br)cc2O[C@H]1CN(C)C(=O)Nc1ccccc1 was read as GalR3 antagonist -8.
CC(=O)c1cccc(-c2ccnc3c2CC(C(=O)NCc2ccccc2)O3)c1 (stereo not drawn) was read as GalR3 antagonist -6.
Screening CCOc1ccc(CCN2C(=S)N([C@@H](Cc3ccc(O)cc3)CN3CCC[C@@H]3CN3C(=S)NC[C@@H]3CC(C)C)C[C@@H]2Cc2ccc(O)cc2)cc1 returned GalR3 antagonist 4.
`COc1ccc(CNC(=O)C[C@H]2C[C@H](C(=O)N(C(C)C)C(C)C)[C@@]3(C)c4[nH]c5cc(-c6ccco6)ccc5c4CCN3C2=O)cc1OC` gave GalR3 antagonist -6.
`O=S1(=O)CCSC[C@@H](CN2CCCC2)N1` gave GalR3 antagonist -6.
For COc1ccc(N=Cc2ccccc2O)cc1 the results were GalR3 antagonist -3.
`Cc1ccc2nc(N3CCN(C(=O)c4ccccc4F)CC3)c(C#N)cc2c1` gave GalR3 antagonist -7.
CCN(CC)C1CCN(C(=O)c2ccc(OC3CCN(C(=O)CCOC)CC3)cc2)C1 (stereo not drawn) was read as GalR3 antagonist -4.
Cc1ccc(F)cc1C(=O)N1CCCCC1c1cc(C(=O)NCc2ccccc2)no1 (stereo not drawn) was read as GalR3 antagonist -4.
For CC(=O)c1cccc(-c2cnc3c(NC=O)cc(-c4ccc(N(C)C)cc4)cn23)c1 the results were GalR3 antagonist 1.
COc1ccc(CC(N)c2csc(Nc3cc(NCc4ccco4)ncn3)n2)cc1 (stereo not drawn) was read as GalR3 antagonist -7.
Screening COc1ccccc1Cc1c(-c2ccc(OC)c(OC)c2)nc2ccc(C)cn12 returned GalR3 antagonist -7.
For COc1cc(NC(=O)CSc2nnc3ccccn23)cc(OC)c1OC the results were GalR3 antagonist 3.
`CCCCCN(C(=O)CCc1cn(CCCCC)c2ccccc12)c1ccc(N(C)c2ccccn2)cc1` gave GalR3 antagonist -8.
For COc1cc(NC(=O)c2ccc(-c3ccc(F)c(F)c3)c3ccoc23)cc(OC)c1OC the results were GalR3 antagonist -1.
For Cc1ccc(NC(=O)c2ncn(CCCNCCCc3ccccc3)n2)cc1C the results were GalR3 antagonist -10.
For O=C(NCc1nnnn1-c1ccc(F)cc1)c1ccc2ccccc2c1 the results were GalR3 antagonist -3.
Screening Cc1cccc(C)c1NC(=O)C1(C)CN(S(C)(=O)=O)CC(=O)N1Cc1cccs1 (stereo not drawn) returned GalR3 antagonist 1.

Part of the list above in order of number of heavy atoms, high to low.
`CCCCCN(C(=O)CCc1cn(CCCCC)c2ccccc12)c1ccc(N(C)c2ccccn2)cc1` gave GalR3 antagonist -8.
For COc1cc(NC(=O)c2ccc(-c3ccc(F)c(F)c3)c3ccoc23)cc(OC)c1OC the results were GalR3 antagonist -1.
Cc1ccc(F)cc1C(=O)N1CCCCC1c1cc(C(=O)NCc2ccccc2)no1 (stereo not drawn) was read as GalR3 antagonist -4.
Screening COc1ccccc1Cc1c(-c2ccc(OC)c(OC)c2)nc2ccc(C)cn12 returned GalR3 antagonist -7.
For O=C(NCc1nnnn1-c1ccc(F)cc1)c1ccc2ccccc2c1 the results were GalR3 antagonist -3.

(next part)
`CCCCCCN1C[C@@H](O)[C@H](n2cc(COC(=O)c3ccccc3)nn2)C[C@@H]1c1ccc(C)cc1` gave GalR3 antagonist -8.
Screening Cc1ccc(NC(=S)NNC(=S)Nc2ccc(C)cc2)cc1 returned GalR3 antagonist -7.
CSc1ncnc2c1ncn2CCCNC1CCN(Cc2ccccc2)CC1 was read as GalR3 antagonist -6.
Screening CN(CCO)c1cccc2c1S(=O)(=O)N[C@H](Cc1ccccc1)CO2 returned GalR3 antagonist -5.
Screening CC(C)C[C@@H](CN1CCC[C@@H]1CN1C(=O)C(=O)NC[C@@H]1Cc1ccc(O)cc1)N1C[C@H](Cc2ccc(O)cc2)N(CC2CCCCCC2)C(=O)C1=O returned GalR3 antagonist -4.
`NC(Cc1ccccc1)c1csc(Nc2nccc(C(F)(F)F)n2)n1` (stereo not drawn) gave GalR3 antagonist -8.
For CNC(=O)C1Cc2c(-c3ccc(Cl)cc3)ccnc2O1 (stereo not drawn) the results were GalR3 antagonist -7.
Screening O=C(NCC1CCN(C(=O)C(=O)c2cc3ccccc3o2)CC1)c1ccc2c(c1)OCO2 returned GalR3 antagonist 1.
Screening CCN1C(=O)CSC1=Nc1ccc(C(=O)OC)cc1 returned GalR3 antagonist -1.
CC1=C(C(=O)N2CCCCCC2)CC(CC(=O)NCc2cccs2)C(=O)N1Cc1ccccc1 (stereo not drawn) was read as GalR3 antagonist 0.
Screening CCOC(=O)N1Cc2cc3ccccc3nc2C1 returned GalR3 antagonist -7.
Screening COCCNC(=O)C1(C)CCN(C(=O)c2ccc3ccccc3n2)C1 (stereo not drawn) returned GalR3 antagonist -4.
For CCn1cc(/C=C(\NC(=O)c2ccccc2)C(=O)NCCCn2ccnc2)c2ccccc21 the results were GalR3 antagonist -6.
For COc1cccc(CNC(=S)Nc2ccc3c(c2)c(=O)n(C)n3Cc2csc(C)n2)c1 the results were GalR3 antagonist -5.
Screening CC(=O)Nc1cccc2c1Cc1cc([N+](=O)[O-])ccc1-2 returned GalR3 antagonist 1.
For Cn1cnc2c(cnn2C)c1=N the results were GalR3 antagonist -5.
For COc1ccc(S(=O)(=O)N(C)C[C@@H]2OCCCC[C@@H](C)Oc3ccc(NC(=O)NC(C)C)cc3C(=O)N([C@H](C)CO)C[C@@H]2C)cc1 the results were GalR3 antagonist -7.
COc1ccc(NC(=O)CCC(=O)c2ccc(F)cc2)cc1 was read as GalR3 antagonist -8.
For COc1ccc(CC(N)c2csc(NC(=O)Nc3ccc(F)cc3)n2)cc1 (stereo not drawn) the results were GalR3 antagonist -10.
O=c1onc(-c2ccccc2)n1Cc1ccc([N+](=O)[O-])cc1 was read as GalR3 antagonist -8.
Screening CCc1nc2c(OCc3ccc(C(=O)OC)cc3)cccn2c1N(C)C(=O)CC(C)C returned GalR3 antagonist -6.
Cc1ccccc1OCC(O)COc1ccccc1C was read as GalR3 antagonist -4.
`COC(=O)[C@@]12C[C@@H](CC(=O)NCCc3ccccc3OC)C(=O)N(Cc3cccc4ccccc34)C1=CCC(C)(C)C2` gave GalR3 antagonist -7.
Screening CC1CCN(C(=O)COC(=O)C2CCN(S(=O)(=O)c3c(Cl)cccc3Cl)CC2)CC1 returned GalR3 antagonist -5.
`CCCCCCCCN1C(=O)[C@@H](CC(=O)NCCCC)C[C@@]2(C(=O)OC)C1=C[C@H](C(C)(C)C)O[C@@H]2C` gave GalR3 antagonist -6.

Not all compounds are listed (hit frequency here may not be typical).
